Myeloid diff MLP: induction of myeloid progenitor differentiation, primary screen, cell-based, flow cytometry, MLPCN library. ER-HoxA9 myeloid progenitors, lysozyme-GFP differentiation. calls only at 10 µM. actives 1% (n = 360,000). AID 624256, 2012;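 active means normalized GFP-positive differentiation at or above the plate's own cutoff, the solvent-only control mean plus 3 SD; inconclusive means no clear call, values can overlap the other calls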;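 further: cells exposed to compound for four days before flow analysis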
Rac1 GTP hydrolysis: MgcRacGAP GTPase-activating activity inhibitors, confirmation, biochemical, ADP Hunter fluorescence; inhibition, % at 30 µM; hits with a dose series show IC50 in µM; MgcRacGAP-stimulated Rac1 GTP hydrolysis, ADP Hunter fluorescence; higher % means a stronger effect; GST-tagged Rac1 F28L mutant substrate; Rac GTPase-activating protein 1 (Homo sapiens); actives 0.6% (n = 340,000); AID 624330, 2012;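 active means first-screen hits whose inhibition reached a set limit at any dose in the follow-up dose series; inconclusive means inhibition above the set first-screen limit but never retested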;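 further: fluorescence reports GDP produced by GAP-driven GTP hydrolysis; strong numbers were not always called active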
Salmonella PhoP GFP: inhibitors of PhoP regulon expression, primary screen, Salmonella Typhimurium, GFP reporter (AID 1863); S. Typhimurium PhoP-regulated promoter GFP reporter, 4 h; higher % means a stronger effect; one-dose inhibition, % at 50 µM; IC50 in µM for titrated hits; actives 0.16% (n = 300,000);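 active means inhibition over 29.93%, a cutoff 3 SD above the screen mean, later confirmed by dose response; inconclusive means inhibition over 29.93% but no dose response follow-up; inactive means inhibition at most 29.93% or unconfirmed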;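 further: 0% = low Mg2+ inducing control and 100% = high Mg2+ repressing control; strong numbers were not always called active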
Siah-1 displacement: Siah-1 peptide-binding antagonists, primary screen, biochemical, fluorescence polarization, rhodamine-plectin, uHTS (AID 1817); actives 0.02% (n = 290,000); E3 ubiquitin-protein ligase SIAH1 (Homo sapiens); Siah-1 / rhodamine-plectin peptide fluorescence polarization; higher % means a stronger effect; displacement, % at 20 µM, or IC50 in µM where a hit was titrated;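 active means displacement of at least 50% at 20 µM, with a fluorescence ratio check between 0.3 and a set limit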;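 further: plate controls were Siah plus tracer with DMSO for no effect and tracer alone without Siah for full effect; strong numbers were not always called active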
NTR1 ag: agonists of NTR1, primary screen, imaging, U2OS cells, beta-arrestin-GFP, high content (AID 493036); Neurotensin receptor type 1 (Homo sapiens), P30989; NTR1-U2OS beta-arrestin-GFP spot imaging, agonist mode; activation, % at 20 µM; actives 0.17% (n = 330,000);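 active means activation at or above 40% of the spot to cytoplasm intensity ratio, with at least 20 cells analyzed; inconclusive means wells under 20 cells, flagged as cytotoxic or low count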;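 further: 0% = DMSO without peptide and 100% = 100 nM NTR1 peptide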
Target sequence (P30989 whole entry, looked up): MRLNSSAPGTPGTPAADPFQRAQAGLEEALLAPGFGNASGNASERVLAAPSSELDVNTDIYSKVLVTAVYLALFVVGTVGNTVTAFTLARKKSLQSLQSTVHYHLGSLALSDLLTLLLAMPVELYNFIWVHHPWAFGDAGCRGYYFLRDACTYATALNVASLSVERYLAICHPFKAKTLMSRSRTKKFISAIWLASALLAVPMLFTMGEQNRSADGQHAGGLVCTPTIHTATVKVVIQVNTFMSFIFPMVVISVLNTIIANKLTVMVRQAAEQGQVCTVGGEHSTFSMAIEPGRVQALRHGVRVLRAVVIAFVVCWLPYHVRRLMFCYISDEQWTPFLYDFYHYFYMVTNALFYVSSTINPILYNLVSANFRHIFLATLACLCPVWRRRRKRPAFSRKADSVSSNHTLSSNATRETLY
LYP phosphatase: inhibitors of LYP phosphatase, biochemical, fluorescence intensity, uHTS (AID 1779); recombinant LYP phosphatase, fluorescence intensity; higher % means a stronger effect; Tyrosine-protein phosphatase non-receptor type 22 (Homo sapiens); inhibition, % at 11.5 µM, or IC50 in µM where a hit was titrated; actives 0.054% (n = 290,000); in the data active means inhibition above about 50%;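 further: plate controls were vehicle with enzyme for no effect and no enzyme for full effect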
GPR55 antagonists: GPR55 antagonists blocking LPI-driven arrestin recruitment, primary screen, imaging, U2OS, beta-arrestin-GFP, LPI agonist (AID 2013); G-protein coupled receptor 55 (Homo sapiens); one-dose inhibition, % at 10 µM; IC50 in µM for titrated hits; actives 0.13% (n = 290,000); U2OS GPR55 beta-arrestin-GFP translocation imaging, LPI antagonism; higher % means a stronger effect;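 active means spots per cell inhibited over 60%, with over 100 cells counted and total cytoplasm intensity under 500,000; inconclusive means wells with under 100 cells, flagged as likely toxic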;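 further: U2OS cells stably carrying GPR55 and arrestin-GFP stimulated by 5 µM LPI near EC80; imaged beta-arrestin-GFP aggregate spots per cell after agonist stimulation; plate controls were LPI-stimulated DMSO wells for no effect and DMSO wells without LPI for full effect; some results filed as inactive read as strong as hits; confirmed hits need IC50 under 10 µM and bright autofluorescent wells are also inconclusive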
GPR35 antagonists: GPR35 antagonists blocking zaprinast-driven arrestin recruitment, primary screen, imaging, U2OS, beta-arrestin-GFP, zaprinast agonist (AID 2058) | G-protein coupled receptor 35 (Homo sapiens) | U2OS GPR35 beta-arrestin-GFP translocation imaging, zaprinast antagonism; higher % means a stronger effect | inhibition, % at 10 µM; hits with a dose series show IC50 in µM | actives 0.052% (n = 290,000);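 active means inhibition of at least 50% with at least 30 cells and total cytoplasm GFP at most 10,000,000; inconclusive means under 30 cells or total GFP of 10,000,000 plus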
HIV peptide binding: inhibitors of HIV fusion peptide binding, primary screen, biochemical, uHTS, fluorescence dequenching (AID 1986). cell-free peptide binding, fluorescence dequenching, 30 min; higher % means a stronger effect. actives 0.3% (n = 290,000). inhibition, % at 20 µM; hits with a dose series show IC50 in µM; in the data active means inhibition mostly above about 52%, no sharp cut-off; inactive means mostly below about 76%; further: some results filed as inactive read as strong as hits
NTR1 ag cell count 20 µM: recorded beside NTR1 ag, whose call it bears; cell count; measured here: cell count, cytotoxicity flag
Myeloid diff MLP GFP+ MAC1+ %: further read-out of Myeloid diff MLP, marked with its call; GFP+ MAC1+ double positive, %; measured here: differentiation confirmed by MAC1 staining
* hit, by the source's call; i = inactive; ? = inconclusive; . = not tested or not shown; + = active, no number.

SMILES	Myeloid diff MLP	Myeloid diff MLP GFP+ MAC1+ %	Rac1 GTP hydrolysis	Salmonella PhoP GFP	Siah-1 displacement	NTR1 ag	NTR1 ag cell count 20 µM	LYP phosphatase	GPR55 antagonists	GPR35 antagonists	HIV peptide binding
CC1=C(C(=O)Nc2cc(C(=O)N3CCC(C)CC3)ccc2C)SCCO1	i	3.3	-43%	-6%	0%	-0.4	64	-2%	12%	7%	-2.0%
Cc1c(CC(=O)NCC(C)C)c(=O)oc2cc3c(cc12)CCC(C)(C)O3	i	0.6	12%	-6%	1%	1.3	92	-16%	-3%	-10%	-1.4%
NC(=O)c1ccccc1NC(=O)/C=C/c1c(Cl)cccc1Cl	i	2.3	-5%	3%	-4%	5.7	83	-5%	5%	7%	-0.5%
O=C1Nc2ccc(Cl)cc2C(C#CC2CC2)(C(F)(F)F)O1 (centres undefined)	i	2.1	3%	12%	0%	2.5	54	1%	-18%	-14%	1.3%
CCOC(=O)C1(CCOc2ccccc2)CCN(Cc2ccc(COC)o2)CC1	i	0.5	12%	6%	0%	-0.4	73	-10%	0%	-4%	1.3%
CCOc1cc(C)c(C(C)C)cc1S(=O)(=O)n1ccc(C)n1	i	0.1	-2%	-3%	4%	0.1	61	3%	9%	-14%	-0.5%
COc1ccc(C(c2nnnn2C(C)(C)C)N2CCN(c3nc4ccccc4s3)CC2)cc1OC (centres undefined)	i	0.4	-1%	-8%	-1%	.	.	-5%	-5%	2%	-2.1%
CCN(CC)CCn1c2ccccc2c2nc(C)sc21	i	0.7	6%	1%	0%	-0.3	99	-6%	0%	6%	1.6%
NCC(c1ccccc1Cl)c1c[nH]c2ccccc12 (centres undefined)	i	0.7	12%	11%	-5%	0.3	59	-5%	-11%	-2%	-0.5%
Cc1ccc(C2(C)NC(=O)N(CC(=O)Nc3cc(S(=O)(=O)N4CCOCC4)ccc3C)C2=O)cc1 (centres undefined)	i	0.8	0%	-3%	2%	2.9	71	-3%	-2%	-28%	-1.1%
OC(c1ccc(Cl)cc1)C(CN1CCOCC1)c1ccccc1 (centres undefined)	i	0.8	12%	1%	2%	-1.0	90	-8%	-7%	-7%	-1.9%
Cc1nc(NC(=O)/C=C/c2ccc(C(C)(C)C)cc2)sc1C(=O)N(C)C	i	1.2	2%	2%	0%	9.1	72	2%	-8%	5%	0.5%
CC1CCN(CC(=O)N2CCc3ccccc32)CC1	i	4.5	14%	-7%	5%	-0.8	66	-8%	10%	-4%	0.4%
Cn1ncc([N+](=O)[O-])c1C(=O)Nc1ccc(-c2nc3ccccc3o2)cc1	i	1.0	8%	8%	4%	0.9	25	3%	7%	-14%	0.1%
COc1ccc(NC2CCCN(C(=O)CCCn3cncn3)C2)cc1 (centres undefined)	i	0.6	?	-4%	11%	-0.4	65	-6%	6%	13%	-1.1%
O=C(c1ccc(Cl)c(Cl)c1)N1CCC(=O)N(C(COCc2cccc(Cl)c2)Cc2ccccc2)CC1 (centres undefined)	+	5.0*	-6%	5%	6%	9.3	87	7%	3%	2%	1.2%
Cc1ccc(-n2nnc3c(=O)oc4ccccc4c32)cc1	i	1.0	12%	1%	-1%	58*	53*	1%	1%	4%	0.9%
O=C(NCc1ccccc1)C1=C[C@H](c2ccc(C(F)(F)F)cc2)C[C@H](OCc2ccc(CO)cc2)O1	i	1.6	12%	4%	-5%	13	80	0%	12%	-6%	4.1%
Cn1c(Cc2ccccc2)[n+](C)c2ccccc21	i	1.8	3%	7%	6%	0.0	59	-5%	12%	-8%	-1.3%
CCOc1ccc(NC(=O)C23CC4CC(C2)CC(c2ccccc2)(C4)C3)cc1	i	0.3	12%	-4%	4%	0.9	49	10%	10%	-3%	1.2%
CCOCCn1c(=NC(=O)c2cc3ccccc3oc2=O)sc2cc(S(N)(=O)=O)ccc21	i	0.2	3%	-6%	25%	2.1	64	2%	7%	-2%	-0.5%
Cc1cc(CNC(=O)Cc2ccc(F)cc2)c2ccccc2n1	?	.	8%	-6%	0%	0.6	62	-5%	4%	-7%	-1.0%
Cn1c(CC(=O)Nc2ccccc2)nnc1SCCOc1ccccc1	i	0.5	2%	1%	-1%	0.9	60	1%	-5%	-9%	1.4%
CCN(CC)C(=O)c1sc2nc(Cc3ccccc3)[nH]c(=O)c2c1C	i	0.5	5%	0%	-2%	0.4	86	-2%	-4%	-5%	-0.2%

Three compounds from above, ordered by the value under Rac1 GTP hydrolysis, falling.
compound | Rac1 GTP hydrolysis
CC1CCN(CC(=O)N2CCc3ccccc32)CC1 | 14%
OC(c1ccc(Cl)cc1)C(CN1CCOCC1)c1ccccc1 (centres undefined) | 12%
CCOc1cc(C)c(C(C)C)cc1S(=O)(=O)n1ccc(C)n1 | -2%

(list continues)
SMILES	Myeloid diff MLP	Myeloid diff MLP GFP+ MAC1+ %	Rac1 GTP hydrolysis	Salmonella PhoP GFP	Siah-1 displacement	NTR1 ag	NTR1 ag cell count 20 µM	LYP phosphatase	GPR55 antagonists	GPR35 antagonists	HIV peptide binding
CCOc1ccc(-n2c(SCC)nc3c(c2=O)SCC3)cc1	i	0.6	-2%	0%	4%	-0.6	78	10%	11%	-24%	-0.5%
C/C(Cl)=C\Cn1c(N2CCCCCC2)nc2c1c(=O)n(C)c(=O)n2C	i	0.7	6%	-14%	7%	14	60	4%	7%	-3%	-0.6%
O=C(COC(=O)c1cccs1)Nc1ccccc1[N+](=O)[O-]	i	0.6	8%	-14%	0%	1.2	56	2%	-7%	2%	0.3%
CCN(C(=O)COC(=O)c1cc(-c2ccc3cc(OC)ccc3c2)nc2ccccc12)C1CCS(=O)(=O)C1 (centres undefined)	.	.	.	-4%	8%	0.6	45	1%	5%	-12%	-1.6%
O=C(N/C(=C/c1cccc([N+](=O)[O-])c1)C(=O)N1CCCCC1)c1cccs1	i	0.5	6%	-20%	3%	0.1	67	3%	5%	-5%	-0.2%
c1ccc(-c2cc(-c3nn4c(-c5ccco5)nnc4s3)c3ccccc3n2)cc1	?	.	4%	-6%	6%	18	63	4%	-2%	-7%	0.3%
CN(C)C1=NCCN1CCC1CCCC1	i	0.9	7%	0%	11%	-3.5	86	-10%	5%	-1%	0.3%
COc1cc(NC(=O)COC(=O)c2n[nH]c3ccccc23)c(C)cc1[N+](=O)[O-]	i	0.4	3%	-8%	1%	0.9	41	-1%	7%	-19%	-0.3%
CCOC(=O)c1cnc(SC2CC(=O)N(c3cccc(OC)c3)C2=O)nc1N (centres undefined)	i	0.3	4%	-3%	7%	-1.3	55	-4%	34%	-6%	-0.1%
Cc1ccc(C(=O)O)cc1NC(=S)NC(=O)Cc1ccccc1	i	0.0	-7%	-14%	2%	-1.0	52	1%	10%	5%	-2.9%
COc1ccc(OC)c(-n2c(SCC(C)=O)nnc2-c2cccc(S(=O)(=O)N(C)C)c2)c1	i	1.2	1%	-3%	-2%	-1.4	78	-1%	4%	5%	1.5%
COc1ccc(/C=N/c2nc3ccccc3n2CCN2CCCCC2)cc1OC	i	1.3	0%	21%	-1%	0.0	55	-3%	15%	4%	-2.4%

An excerpt from above, reduced to Rac1 GTP hydrolysis and NTR1 ag cell count 20 µM.
molecule	Rac1 GTP hydrolysis	NTR1 ag cell count 20 µM
C/C(Cl)=C\Cn1c(N2CCCCCC2)nc2c1c(=O)n(C)c(=O)n2C	6%	60
CCOc1ccc(-n2c(SCC)nc3c(c2=O)SCC3)cc1	-2%	78
COc1cc(NC(=O)COC(=O)c2n[nH]c3ccccc23)c(C)cc1[N+](=O)[O-]	3%	41
CN(C)C1=NCCN1CCC1CCCC1	7%	86
COc1ccc(OC)c(-n2c(SCC(C)=O)nnc2-c2cccc(S(=O)(=O)N(C)C)c2)c1	1%	78

(list continues)
SMILES	Myeloid diff MLP	Myeloid diff MLP GFP+ MAC1+ %	Rac1 GTP hydrolysis	Salmonella PhoP GFP	Siah-1 displacement	NTR1 ag	NTR1 ag cell count 20 µM	LYP phosphatase	GPR55 antagonists	GPR35 antagonists	HIV peptide binding
Cc1nonc1CC(=O)NC1CCCc2c1cnn2-c1ccc(F)cc1F (centres undefined)	i	0.3	-15%	-12%	0%	-0.4	56	-7%	2%	20%	-0.2%
O=C(Nc1cc(Cl)cc(Cl)c1)C(NCCO)c1ccccc1 (centres undefined)	i	1.3	13%	-4%	4%	0.3	86	1%	11%	10%	3.5%
C=CCn1c(NCc2ccccc2O)nc2ccccc21	i	0.4	10%	2%	6%	0.3	60	-9%	-4%	1%	-1.9%
Cc1cc(C)c2c(N)c(-c3nc4ccccc4[nH]3)sc2n1	i	1.8	19%	8%	1%	0.8	40	-8%	30%	-3%	-0.5%
CC(=O)OCCc1c(C)nc2nc[nH]n2c1=O	i	1.1	-1%	8%	-4%	0.1	65	-7%	-2%	1%	-2.4%
CC(C)C(NC(=O)c1ccc([N+](=O)[O-])cc1Cl)C(=O)N1CCCC1 (centres undefined)	.	.	6%	-1%	-4%	-0.6	39	0%	6%	0%	1.0%
COc1cc(C2C(C(=O)c3ccco3)=C(O)C(=O)N2CC2CCCO2)ccc1O (centres undefined)	i	4.0	-3%	3%	6%	0.1	46	-6%	2%	8%	1.4%
O=S(=O)(c1ccccc1)N1CCN(S(=O)(=O)c2ccc(F)cc2)CC1	i	0.6	4%	-6%	5%	-0.3	70	-7%	12%	7%	2.5%
Cc1nnc(-c2cnn(C)c2N)n1Cc1cccc(Cl)c1	i	0.8	4%	28%	4%	-1.6	55	-4%	14%	8%	-0.9%
COc1cc(C=O)ccc1OCCSc1ccc(C)cc1	i	8.8	7%	1%	3%	4.6	56	2%	0%	-9%	1.5%
COc1cc(NC(=O)c2ccc(-c3cccc([N+](=O)[O-])c3)o2)ccc1NC(=O)C(C)C	i	0.4	2%	3%	-2%	14	52	-11%	8%	6%	1.0%
CCCn1c2ccccc2c2nnc(SCC(=O)Nc3ncccn3)nc21	i	0.5	7%	-4%	-2%	0.6	50	2%	-7%	3%	-5.4%

Screening data (PubChem BioAssay)
